Screens deposited in PubChem by National Center for Advancing Translational Sciences (NCATS).
3T3 cytotox = Cytotoxic Profiling in NIH 3T3 Cell Line of Diverse Libraries Using Quantitative High-Throughput Screening. hit rate 4.3% among 94,000. Potency, µM (doses to about 96.7 µM), for inactives: top-dose activity change, negative = cytotoxicity, actives largely listed as inhibitors. NIH 3T3 viability, CellTiter-Glo ATP luminescence, 48-72 h; further: potency means the concentration at half of the fitted maximal effect; nearly all actives have a fitted effect of over 55% in size
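First NIH 3T3 cells are plated at 400 cells/well; next compound is pinned in; then plates incubate 48 or 72 hr at 37 °C; finally CellTiter-Glo is added and luminescence read after 10 min.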
HEK293 tox = Cytotoxic Profiling in HEK 293 Cell Line of Diverse Libraries Using Quantitative High-Throughput Screening. Potency, µM (doses to about 115 µM), for the others: top-dose activity change, negative = cytotoxicity, most hits filed as inhibitors. hit rate 6.6% among 94,000. HEK 293 viability, ATP luminescence (CellTiter-Glo), 48-72 h; further: potency means the concentration at half of the fitted maximal effect; nearly all actives have a fitted effect of over 60% in size
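CellTiter-Glo luminescence (cellular ATP) was read after 48 or 72 hr of compound exposure at 37 degree Celsius. Cells were HEK 293 plated at 250 cells/well.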
SNCA expr inhib = Primary qHTS assay for inhibitors of alpha-synuclein gene (SNCA) expression | HEK-293 SNCA-luciferase knock-in, luminescence, 24 h | Potency, µM (highest dose often 57.2 µM), for the others: top-dose activity change, negative = inhibition, hits mostly inhibitors | hit rate 0.17% among 140,000;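 further: potency means the concentration at half of the fitted maximal effect; plate controls were DMSO cells for no effect and cell-free wells for full effect; nearly all actives have a fitted effect of over 45% in size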
FLuc inh = Firefly luciferase inhibition profiling of diverse chemical library using quantitative high-throughput screening; Luciferin 4-monooxygenase (Photinus pyralis), P08659; purified P. pyralis luciferase, luminescence, biochemical; Potency, µM (doses to about 115 µM), for inactives: at the top dose activity change, negative = inhibition, usual class: inhibitors; hit rate 2.5% among 76,000; further: potency means the concentration at half of the fitted maximal effect; nearly all actives have a fitted effect of over 65% in size
Target sequence (P08659 whole entry, looked up): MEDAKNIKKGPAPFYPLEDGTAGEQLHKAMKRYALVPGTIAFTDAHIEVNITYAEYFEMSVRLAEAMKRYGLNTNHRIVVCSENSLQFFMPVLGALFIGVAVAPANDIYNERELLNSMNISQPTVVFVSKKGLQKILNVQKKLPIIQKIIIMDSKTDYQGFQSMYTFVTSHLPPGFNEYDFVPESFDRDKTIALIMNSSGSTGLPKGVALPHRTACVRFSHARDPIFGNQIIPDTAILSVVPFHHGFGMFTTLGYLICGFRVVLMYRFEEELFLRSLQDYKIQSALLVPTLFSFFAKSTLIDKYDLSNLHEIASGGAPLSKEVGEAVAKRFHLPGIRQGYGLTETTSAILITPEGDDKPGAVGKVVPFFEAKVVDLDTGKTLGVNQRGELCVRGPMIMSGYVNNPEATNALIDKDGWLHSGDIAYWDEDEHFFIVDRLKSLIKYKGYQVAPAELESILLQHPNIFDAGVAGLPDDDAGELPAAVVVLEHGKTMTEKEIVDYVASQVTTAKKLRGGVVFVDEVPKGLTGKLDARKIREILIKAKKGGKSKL
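Cell-free enzyme assay, 10nM P. pyralis luciferase, luciferin and ATP each at 10uM. Inhibition profiled over a 6-point titration, read as luminescence.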
IP6K1 inh = Primary qHTS assay for small molecule inhibitors of Inositol hexaphosphate kinase 1 (IP6K1). Inositol hexakisphosphate kinase 1 (Homo sapiens), Q92551. hit rate 0.81% among 140,000. activity change, % (series mostly up to about 58 µM). IP6K1 kinase, ADP-Glo luminescence, 2 h; hits give low values; in the data active means activity change below about -25%
Target sequence (Q92551 whole entry, looked up): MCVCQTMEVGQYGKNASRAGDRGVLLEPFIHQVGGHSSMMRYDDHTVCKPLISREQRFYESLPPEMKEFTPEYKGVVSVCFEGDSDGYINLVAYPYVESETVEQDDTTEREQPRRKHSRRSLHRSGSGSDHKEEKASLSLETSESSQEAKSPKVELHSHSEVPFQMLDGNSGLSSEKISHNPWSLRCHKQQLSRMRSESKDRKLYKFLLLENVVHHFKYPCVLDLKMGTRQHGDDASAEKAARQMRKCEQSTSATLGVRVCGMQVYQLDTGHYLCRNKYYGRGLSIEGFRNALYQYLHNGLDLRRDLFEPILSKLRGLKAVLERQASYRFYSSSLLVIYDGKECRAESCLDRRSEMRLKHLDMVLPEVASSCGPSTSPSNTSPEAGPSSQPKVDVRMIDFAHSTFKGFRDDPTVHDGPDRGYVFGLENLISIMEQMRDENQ
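ADP-Glo luminescence measures ADP made by human IP6K1 during a 2 h RT reaction with ATP/IP6 (mix at 1.3 mM/130 uM); top library doses 57.5 and 19.1 uM final.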
GPT2 inhibitor = Primary qHTS assay for inhibitors of Glutamate pyruvate transaminase 2 (GPT2) | Alanine aminotransferase 2 (Homo sapiens), Q8TD30 | Recombinant GPT2, coupled pyruvate oxidase/HRP Amplex Red fluorescence | Potency, µM (titrated, usually from 57.7 µM), without a hit: at the highest dose activity change, negative = inhibition, usual class: inhibitors | hit rate 0.25% among 100,000 | AID 1671188, 2021; further: potency means the concentration at half of the fitted maximal effect; nearly all actives have a fitted effect of over 60% in size; many of its hits are not listed in these tables
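Fluorescence of coupled pyruvate oxidase/HRP/Amplex Red system (50uM Amplex, 30 min, dark) reports pyruvate formed by GPT2. Enzyme reaction: 10ng/uL GPT2, 2mM L-alanine, 250uM a-KG, 30 min room temperature, pH 7.5; 50uM AOA control.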
HEK293 viab = GF-AFC viability counterscreen for inhibitors of alpha-synuclein gene (SNCA) expression. HEK-293-SNCA-luc viability, GF-AFC fluorescence, 24 h. Potency, µM (top dose mostly 57.1 µM), without a hit: at the highest dose activity change, negative = cytotoxicity, usual class: cytotoxic. hit rate 0.12% among 150,000. AID 1671193, 2021;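 further: potency means the concentration at half of the fitted maximal effect; 0% = DMSO-treated cells and -100% = medium-only wells without cells; nearly all actives have a fitted effect of over 30% in size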
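Cytotoxicity counterscreen: after 24 h compound treatment of genome-edited SNCA-luciferase HEK-293 cells, live-cell protease substrate GF-AFC read by fluorescence after 30 min; activity scaled between DMSO (0%) and medium-only (-100%), curves Hill-fitted.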
An asterisk follows results filed as active; i = inactive; ? = inconclusive; . = not tested or not shown; [ ] = remark or other dose. Unless noted, the call rests on the fitted dose curve; in most records, active means well fitted curve in the direction sought with a large enough effect; inconclusive means small, poorly fitted or top-dose-only effect, or another doubt; inactive means no such curve, though single readings can be large; an effect the other way counts as inactive or inconclusive. Unless noted, on the % scale 0 is the no-effect control and ±100 the full control effect. The list is partial (hit frequency here may not be typical).

Values in the order: 3T3 cytotox	HEK293 tox	SNCA expr inhib	FLuc inh	IP6K1 inh	GPT2 inhibitor	HEK293 viab
> O=C1OCCN1C1CCN(Cc2ccc(F)cc2)CC1
 : i	i	8.0%[87.6 µM]	.	7.7	i	-1.3%[87.6 µM]
> COc1ccc(C(=O)N2CCCC3(C2)NC(=O)N(Cc2ccc(Cl)cc2)C3=O)cc1 (stereo not drawn)
 : -19.9%	50.1µM*	-10.5%	11.9%	-9.3	i	-5.7%
> COc1cccc(C2Cn3nnc(-c4nc(-c5ccsc5)no4)c3CO2)c1 (stereo not drawn)
 : -11.7%	-12.7%	83.4%[activator]	-7.3%	1.8	-8.4%	1.8%
> O=C(c1ccco1)N(Cc1cccs1)c1ccc(F)cc1
 : .	.	-8.3%	.	20.5	.	14.4%
> COc1ccc(OC)c(NC(=O)Cn2cc(S(=O)(=O)c3ccccc3)c(=O)c3cc(C)ccc32)c1
 : .	.	-13.7%	.	6.7	.	-3.5%
> COc1cc(=O)n2c(c1C(=O)NCc1ccc(F)cc1)CCCC2
 : 1.4%	i	-9.0%	3.5%	1.4	i	0.2%
> O=C(Nc1cccc(Cl)c1F)N1CCC(Oc2ncccc2C(=O)N2CCOCC2)C1 (stereo not drawn)
 : 3.1%	-6.7%	-5.0%	-1.1%	39.9	4.5%	0.5%
> Cc1nc(NC(=O)N2CCCC2C(N)=O)sc1-c1csc(C(C)(C)C)n1 (stereo not drawn)
 : .	.	.	.	-11.7	i	-20.1%
> Cc1ccc(S(=O)(=O)NCCc2nnc3ccc(SCC(=O)Nc4c(C)cc(C)cc4C)nn23)cc1
 : .	.	1.4%	.	-0.4	.	-12.1%
> CCOC(=O)Cn1c(=O)oc2cc(S(=O)(=O)NC(C)c3ccccc3)ccc21 (stereo not drawn)
 : .	.	?	.	15.5	.	-2.9%
> CC(C)(C)NC(=O)CN1C(=O)NC2(CCC(C(C)(C)C)CC2)C1=O (stereo not drawn)
 : -11.7%	-4.1%	1.2%	5.7%	7.8	4.7%	6.3%
> O=C(Cn1cc(SCc2cccc(C(F)(F)F)c2)c2ccccc21)N1CCCCCC1
 : .	.	56.4%[activator]	.	-9.7	.	-7.6%
> CC1(C)S[C@@H]2[C@H](NC(=O)C(C(=O)O)c3ccccc3)C(=O)N2[C@H]1C(=O)O (stereo partly drawn)
 : .	.	-12.3%[25.6 µM]	.	-4.4	4.7%	-22.9%[23.9 µM]
> Cc1ccc(-n2nc(C)c([C@@H]3C=C[C@@H](NC(=O)NC(C)C)C3)c2C)cc1Cl
 : 63.1µM*	?	9.6%[87.6 µM]	3.55µM*	-2.8	-4.5%[88.5 µM]	-27.1%[87.6 µM]
> COc1ccc(CN2CC[C@H]3COC(=O)N3c3ccccc3C2)cc1
 : i	3.4%[172 µM]	-11.3%[87.6 µM]	-0.3%[172 µM]	-11.1	-4.1%[88.5 µM]	-0.5%[87.6 µM]
> O=C(Nc1ccc(F)cc1)c1cc2n(n1)CC(c1ccc(Br)cc1)OC2 (stereo not drawn)
 : ?	?	-21.9%	0.7%	27.1	i	13.5%
> Cc1ccccc1S(=O)(=O)N1CCC(CCC(=O)Nc2cccnc2)CC1
 : -18.9%	?	-22.2%	10.1%	34.4	-0.8%	-14.7%
> c1cc(-c2ccsc2)n2nc(C3CCC3)nc2n1
 : ?	?	-4.0%	11.3%	1.0	i	-7.2%
> Cc1nnc2n1CCC(N(C)C(=O)NC1CCCC1)CC2 (stereo not drawn)
 : -19.7%	-13.3%	-17.3%	-7.9%	8.6	i	5.5%
> O=C1CCN(C(=O)CC2C(=O)NCCN2Cc2ccccc2F)CCN1 (stereo not drawn)
 : -3.2%	-1.8%	0.4%	0.8%	-11.4	-24.8%	-4.2%
> Cc1cn2nc(C(=O)Nc3ccc(N(C)C)cc3)cc2c(N2CCCC2)n1
 : ?	?	80.1%[activator]	5.01µM*	0.0	?	-20.0%
> CN1CC(=O)N(C2CCC2)Cc2c(NCC(C)(C)C)ncnc21
 : ?	-13.9%[172 µM]	11.1%[87.6 µM]	7.7%[172 µM]	15.1	i	6.3%[87.6 µM]
> CN(Cc1ccccc1C(F)(F)F)S(=O)(=O)NCc1ccccc1
 : ?	?	-8.1%	0.7%	3.6	-16.7%	-0.8%
> O=C1Cc2c(-c3cccc4ccccc34)n[nH]c2CN1CCOc1ccccc1
 : 44.7µM*	44.7µM*	74.8%[activator][87.6 µM]	10µM*	15.8	-17.0%[88.5 µM]	-14.5%[87.6 µM]
> O=C(O)c1cccc(C2CCCN(C(=O)CCCn3ccnc3)C2)c1 (stereo not drawn)
 : -3.2%	-18.7%	2.6%	-1.9%	2.5	-2.4%	4.0%
> Cc1ccc(-c2noc([C@@H]3C[C@H](NC(=O)COc4ccccc4)CN3C)n2)cc1
 : ?	?	32.3%[activator][87.6 µM]	?	0.6	?	-7.4%[87.6 µM]
> COCCNC(=O)[C@H]1C[C@H](Oc2ccccc2)CN1Cc1sccc1C
 : -11.5%	?	5.0%	4.2%	22.5	-8.7%	-1.6%
> O=C(c1cccc(Cl)c1)N1CCC2(CC1)CCN(Cc1cccs1)c1ccccc1O2
 : ?	28.2µM*	-5.8%	-7.6%	7.5	i	-21.2%
> Cc1ccc(CNC(=O)[C@@H]2COCC(=O)N2Cc2ccc(F)cc2)cc1
 : -23.1%	-3.9%	15.1%	.	-3.4	1.8%	-13.0%
> CN1CCC(O)(CCn2cnc(-c3ccccc3)c2-c2ccsc2)CC1
 : ?	?	-13.5%	-11.7%	3.8	3.8%	2.2%

Compound profiles, from the list above:
`COCCNC(=O)[C@H]1C[C@H](Oc2ccccc2)CN1Cc1sccc1C` is listed as 3T3 cytotox = -11.5%; HEK293 tox = ?; SNCA expr inhib = 5.0%; FLuc inh = 4.2%; IP6K1 inh = 22.5; GPT2 inhibitor = -8.7%; HEK293 viab = -1.6%
`O=C(c1cccc(Cl)c1)N1CCC2(CC1)CCN(Cc1cccs1)c1ccccc1O2` is listed as 3T3 cytotox = ?; HEK293 tox = 28.2µM*; SNCA expr inhib = -5.8%; FLuc inh = -7.6%; IP6K1 inh = 7.5; GPT2 inhibitor = i; HEK293 viab = -21.2%

More structures.
Values in the order: 3T3 cytotox	HEK293 tox	SNCA expr inhib	FLuc inh	IP6K1 inh	GPT2 inhibitor	HEK293 viab
> Cc1ccccc1CNC[C@H]1O[C@@H]2C[C@@H](CC(=O)NCc3cnn(C)c3)O[C@@H]2[C@@H]1O
 : i	0.3%[172 µM]	-13.1%[87.6 µM]	-9.6%[172 µM]	8.6	2.2%[88.5 µM]	2.5%[87.6 µM]
> Fc1ccc(-c2nc(Nc3cccc(Cl)c3)nc3c2COc2ccccc2-3)cc1
 : .	.	-20.0%	.	-23.7	.	8.0%
> O=C(Nc1ccc([C@@H](O)[C@H]2COCC(=O)N2CC2CC2)cc1)c1ccc(F)cc1
 : 2.1%[138 µM]	-5.8%[172 µM]	-10.3%[87.6 µM]	?	-8.6	-4.3%[88.5 µM]	1.8%[87.6 µM]
> CNC(=O)[C@@H]1C[C@@H](N)CN1S(=O)(=O)c1ccc2c(c1)OCCCO2
 : 3.4%	0.2%	0.8%	-8.0%	16.9	-2.3%	8.6%
> COc1ccc(-n2cc(C(=O)Oc3cc(C)cc(C)c3)c3ccccc3c2=O)cc1
 : .	.	-0.1%	.	4.1	.	12.1%
> CN(C)c1ccc(C(=O)NC[C@H]2O[C@@H](CO)[C@@H](O)[C@H]2N(C)Cc2ccccc2)cc1
 : 3.0%	-25.3%	0.5%	3.3%	8.1	i	2.3%
> CCn1c(=O)c2cc(C(=O)NCc3cc(OC)ccc3OC)sc2c2ccccc21
 : .	.	5.3%	.	30.5	.	14.6%
> O=C(NC1CCN(c2ccnc3ccnn23)C1)c1cccc(Br)c1 (stereo not drawn)
 : -25.5%[138 µM]	?	-23.7%[87.6 µM]	.	2.7	i	0.4%[87.6 µM]
> COc1ccc(NC(=O)C2CCN(c3nc4ccccc4[nH]3)CC2)cc1OC
 : .	.	27.2%	.	-1.6	.	-6.4%
> COc1cccc(CNC(=O)CCC2CCN(C(=O)c3ccccc3F)CC2)c1OC
 : -18.3%	?	?	-0.3%	13.4	i	10.4%
> Cc1ccc(-n2cccc2CC(=O)N(C)Cc2ccco2)cc1
 : ?	?	109.0%[activator]	?	1.3	-0.4%	-8.4%
> CC(=O)Nc1ccc(NC(=O)Cn2cc3c(n2)CCCCC3)cc1
 : .	.	6.0%	.	11.5	.	-10.6%
> COc1ccc(C2(C(=O)NCc3ccccc3)CCOCC2)cc1
 : -23.1%[138 µM]	-20.2%[172 µM]	.	.	8.3	.	.
> CN1C[C@H](C(=O)NCc2ccccc2)C[C@H]1c1cccc(C(F)(F)F)c1
 : ?	?	-21.0%[87.6 µM]	-16.0%[172 µM]	12.7	4.4%[88.5 µM]	5.0%[87.6 µM]
> COc1ccc2c(c1)c(=O)c(C(=O)c1ccc(C)cc1)cn2Cc1ccccc1F
 : .	.	?	.	-12.9	.	?
> CCc1ccc(-n2nc(CO)c(C(=O)NC(C)c3ccc(Cl)cc3)n2)cc1 (stereo not drawn)
 : .	.	1.0%	.	39.1	.	3.7%
> CCc1ccc(CN(C)C(C(=O)O)c2c(OC)cccc2OC)nc1 (stereo not drawn)
 : ?	?	?	10.5%	-4.5	-14.6%	0.5%
> O=C1CN(C(=O)c2cnc3ccccn3c2=O)CCN1Cc1ccc(F)cc1
 : -21.0%	-6.2%	-14.1%	6.2%	9.3	-3.3%	3.1%
> Cc1sc(C2C(C#N)=C(N)N(c3cccc(Cl)c3)C3=C2C(=O)CCC3)cc1CN1CCOCC1 (stereo not drawn)
 : .	.	37.2%[activator]	.	-24.8	.	-12.6%
> O=C1Nc2ccccc2C2(CCN(C(=O)c3cccnc3)C2)O1 (stereo not drawn)
 : -5.0%[138 µM]	1.8%[172 µM]	7.5%[87.6 µM]	-8.5%[172 µM]	7.2	i	3.8%[87.6 µM]
> COC(=O)c1ccc(NC(=O)c2cc(S(=O)(=O)N3CCc4ccccc43)cn2C)cc1
 : .	.	24.8%	.	52.8	.	-11.4%
> CN(CC1CCOC1)C(=O)Nc1cccc(C(F)(F)F)c1 (stereo not drawn)
 : 3.9%	6.6%	7.5%	0.9%	35.7	i	3.5%
> CN1CCCC[C@]2(C[C@H](CO)[C@H](c3ccccc3)N2C(=O)CC2CCCC2)C1=O
 : ?	?	.	.	-6.3	.	.
> Cc1noc(C)c1S(=O)(=O)N1CCC(Cc2nc(-c3ccncc3)n[nH]2)C1 (stereo not drawn)
 : -5.8%	-8.5%	?	-5.0%	-3.2	3.6%	8.6%
